# Source: PubChem BioAssay
# RGS4 inh: RGS4 inhibitors, primary screen, cell-based, HEK293 M3R inducible RGS4, calcium flux | Regulator of G-protein signaling 4 (Homo sapiens), P49798 | Fluo-4 calcium flux; active compounds read high; triggered by carbachol at its EC20 | B-score at 10 µM | 310,000 tested, 0.45% active | AID 463165, 2010;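 active means B-score, a plate-corrected calcium signal, over three deviations above library mean, with baseline fluorescence within five deviations of library mean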;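 further: RGS4 expression induced by doxycycline in cells with stable M3 receptor; B-score is computed from the integrated fluorescence ratio over baseline after carbachol; higher B-score means a larger calcium signal and so more RGS4 inhibition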
# MrgX1 agonist: agonists of human MrgX1 receptor, primary screen, HEK293 cells, Fluo-4 calcium flux. 310,000 tested, 0.44% active. Fluo-4 calcium fluorescence, agonist mode; active compounds read high. B-score at 10 µM. Mas-related G-protein coupled receptor member X1 (Homo sapiens), Q96LB2. AID 588627, 2011;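 active means calcium response B-score plate-corrected fluorescence ratio at least 3 library SD, with starting fluorescence B-score inside 5 SD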
#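 Test system: HEK293 cells stably expressing human MrgX1 receptor; Input: fifteen thousand cells per well; Dosing: compound delivered in addition one of three; Schedule: overnight seeding, then 1 h dark dye loading; Technique: Fluo-4 NW calcium fluorescence; Measure: B-scored fluorescence response ratio; Controls: positive and negative controls per plate.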
# TRPC6 activator: mouse TRPC6 channel activators, primary screen, cell-based, HEK293, membrane potential dye. HEK293-TRPC6 membrane potential dye fluorescence; active compounds read high. B-score at 10 µM. 310,000 tested, 0.13% active. AID 2550, 2010;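 active means B-score of the integrated fluorescence ratio above library mean plus 3 SD, and starting fluorescence ratio within library mean plus 5 SD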;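 further: higher score means more depolarization so channel activation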
# MrgX1 antagonist: antagonists of human MrgX1 receptor, primary screen, HEK293 cells, Fluo-4 calcium flux; BAM8-22 antagonism; active compounds read low; B-score at 10 µM; 310,000 tested, 1.3% active; AID 588676, 2011;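 active means calcium-response B-score plate-corrected more than 3 library SD below zero, starting fluorescence within 5 deviations, no agonist response on first addition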;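 further: peak minus trough fluorescence over baseline after final BAM8-22 challenge near maximal dose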
# SKKanGAS inh: S. pyogenes SKKanGAS growth inhibitors in kanamycin, primary screen, streptokinase expression inhibitor project, SKKanGAS strain, BacTiter-Glo luminescence. 6 h. inhibition, % at 7.5 µM. 300,000 tested, 1.3% active. AID 1662, 2009;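 active means mean replicate score, as percent of positive control median, at least 50; inconclusive means mean below 50 but one replicate at or above 50; inactive means mean and every replicate below 50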;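 further: strain carries kanamycin resistance gene driven by streptokinase promoter and grows in 40 µg/ml kanamycin; loss of luminescence reflects streptokinase promoter inhibition or plain growth inhibition; 0% = median of DMSO wells and 100% = positive control at its reference dose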
# TMEM16A act: TMEM16A chloride channel activators or potentiators, primary screen, cell-based, HTS | Anoctamin-1 (Mus musculus), Q8BHY3 | HEK293 TMEM16A/YFP-H148Q/I152L, iodide quench fluorescence; active compounds read low | B-score at 10 µM | 340,000 tested, 0.3% active | AID 623877, 2012;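 active means fluorescence-ratio B-score plate-corrected deviation score at least 3 library SD below zero, with starting fluorescence score within 5 deviations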;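 further: channel opened by trigger with iodide after compound preincubation; score built on the fluorescence ratio of max minus min over baseline; more negative score means more quench and so TMEM16A activation or potentiation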
# ANO1 block: TMEM16A chloride channel inhibitors, primary screen, cell-based, HTS; AID 588511, 2011; 310,000 tested, 1.2% active; Anoctamin-1 (Mus musculus), Q8BHY3; normalized B-score (activity score, 25-100; higher = stronger inhibition) at 10 µM; HEK293 TMEM16A/YFP iodide influx fluorescence, ionomycin;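 active means ratio plate-corrected score three or more library SD toward inhibition, starting fluorescence score within five deviations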;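 further: score derived from kinetic fluorescence span divided by baseline fluorescence per well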
# TRPC6 inhibitor: mouse TRPC6 channel inhibitors, primary screen, cell-based, HEK293, membrane potential dye; ACh-evoked depolarization; active compounds read low; B-score at 10 µM; 310,000 tested, 1.1% active; AID 2553, 2010;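 active means B-score under library mean minus 3 SD, initial fluorescence not abnormally high, positive integrated signal ratio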;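 further: B-score derived from integrated fluorescence ratio over the kinetic read; more negative B-score means stronger inhibition of depolarization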
# RGS4 act: RGS4 potentiators or activators, primary screen, cell-based, HEK293 M3R inducible RGS4, calcium flux | carbachol calcium flux Fluo4; active compounds read low | B-score at 10 µM | 310,000 tested, 0.92% active;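 active means B-score of the integrated calcium signal more than 4 SD below the library mean, with starting fluorescence not abnormally high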;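 further: negative B-score means reduced calcium response which marks RGS4 activation or potentiation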
#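 Material: Inducible-RGS4 HEK293 cells carrying M3 receptor; also added: carbachol at ECmax as muscarinic agonist stimulus; incubation: compound preincubation 20 min at room temperature before agonist; signal: Fluo4-AM (2 µM) calcium-flux fluorescence, kinetic read; measure: integrated calcium ratio converted to B score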
# HDAC3 inh: HDAC3 deacetylase inhibitors, primary screen, biochemical, fluorescence, cell-free homogeneous | Histone deacetylase 3 (Homo sapiens), O15379 | recombinant HDAC3, fluorogenic peptide/trypsin coupled | inhibition, % at 8.3 µM | 320,000 tested, 0.15% active | AID 2718, 2010; in the data active means inhibition above about 26%, passing the limit was not always enough; inconclusive means no clear call, values can overlap the other calls
# MrgX1 PAM: positive allosteric modulators of MrgX1, primary screen, HEK293 cells, Fluo-4 calcium flux; 310,000 tested, 0.63% active; Mas-related G-protein coupled receptor member X1 (Homo sapiens), Q96LB2; FDSS; active compounds read high; AID 588675, 2011; B-score at 10 µM;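 active means plate-corrected calcium response at least 3 library SD above typical, normal starting fluorescence, not activating the receptor alone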;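 further: compound read alongside a low EC10 to EC30 dose of BAM8-22 agonist; peak minus trough fluorescence over baseline measured at the second addition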
# Starred values were filed as active, the others as inactive; i = inactive; ? = inconclusive; nt = not tested or not shown.
Structure,RGS4 inh,MrgX1 agonist,TRPC6 activator,MrgX1 antagonist,SKKanGAS inh,TMEM16A act,ANO1 block,TRPC6 inhibitor,RGS4 act,HDAC3 inh,MrgX1 PAM
Cc1ccc(N/C=C2/Sc3ccccc3NC2=O)cc1,i,i,i,i,0,i,i,i,i,10,i
COc1ccc(-c2cc(-c3ccccc3)nc(SCC(=O)Nc3ncc(C)s3)c2C#N)cc1,i,i,i,i,15,i,i,i,i,6,i
COc1cccc(CNC(=O)c2cc3c(C)nc4ccccc4c3o2)c1,i,i,i,i,0,i,i,i,i,-8,i
COc1ccc(-c2csc(NC(=S)NC(=O)c3cccs3)n2)cc1OC,i,nt,i,nt,?,i,nt,i,-7.3*,nt,nt
Cc1ccccc1CS(=O)(=O)CCC(=O)NCc1ccccn1,i,i,i,i,-6,i,i,i,i,-2,i
CC(NC(=O)c1ccco1)C(=O)NC(C)c1cc(F)c(Cl)cc1Cl (stereo unspecified),i,i,i,i,-2,i,i,i,i,-1,i
CC(=O)NC1C(OCc2ccccc2)OC2COC(C)(C)OC2C1O (stereo unspecified),i,i,i,i,-14,i,i,i,i,0,i
COc1cc(CCC(=O)OCC(=O)Nc2ccc(Br)cc2F)cc(OC)c1OC,i,i,i,i,-8,i,i,i,i,-7,i
CN(C)C(=O)c1cn(CCC#N)nc1-c1ccc2ccccc2c1,i,i,i,i,-5,i,i,i,i,-1,i
Cc1cccc(N2CCN(C(=O)/C=C/c3cccs3)CC2)c1C,i,i,i,i,-6,i,i,i,i,6,i
COc1ccc(C(=O)NC(=S)N2CCOCC2)cc1OC,i,i,i,i,-3,i,i,i,i,9,i
CN1CCN(S(=O)(=O)c2cccs2)CC1,i,i,i,i,-2,i,i,i,i,6,i
CCCCN(C(=O)CCC(=O)Nc1cc(C)on1)C(C(=O)NC1CCCC1)c1ccc(F)cc1 (stereo unspecified),i,i,i,i,4,i,i,i,i,-1,i
CC(C)Cn1c(N)c(C(=O)COC(=O)COc2cccc(C(F)(F)F)c2)c(=O)n(C)c1=O,i,i,i,i,-2,i,i,i,i,6,i
N#Cc1ccc(OCC(O)CN2CCC(C(O)(c3ccccc3)c3ccccc3)CC2)cc1 (stereo unspecified),i,i,i,i,-10,i,i,i,i,0,i
COc1ccc(Cn2c(C)c(C)c(C#N)c2NC(=O)Nc2cccc(C)c2)cc1,i,i,i,i,17,i,i,i,i,-4,i
COc1ccccc1-n1c(SCC(=O)Nc2cccc(C(=O)O)c2)nnc1-c1ccccc1O,i,i,i,i,12,i,i,i,i,0,i
CCc1nc(C)ccc1OCC(=O)N(CC)CC,i,i,i,i,-2,i,i,i,i,4,i
Cc1ccc(SCCC(=O)N/N=C/c2ccccc2O)cc1,i,i,i,i,34,i,i,i,i,-13,i
CCOc1cc(-c2cc(N)n[nH]2)cc(OCC)c1OCC,i,i,i,i,-1,i,i,i,i,2,i
C=CCn1c(SC(C)C(N)=O)nc2sc(CC)cc2c1=O (stereo unspecified),i,i,i,i,3,i,i,i,i,-5,i
CCOCCCNC(=O)C(NC(=O)c1cnccn1)c1ccc(C)cc1 (stereo unspecified),i,i,i,i,-20,i,i,i,i,-5,i
CSCCC(NS(=O)(=O)c1ccc2c(c1)oc(=O)n2C)C(=O)NC1CCC(C)CC1 (stereo unspecified),i,i,i,i,-2,i,i,i,i,3,i
CC(=O)N/C(=C\c1ccc(F)cc1)C(=O)N(C)C,i,i,i,i,2,i,i,i,i,6,i
Cc1nn(C)c(C(=O)N/N=C/c2cccc3ccccc23)c1Cl,i,i,i,i,1,i,i,i,i,-3,i
CCOc1ccc(NC(=O)CSc2ccc3nnc(-c4ccccn4)n3n2)cc1,i,i,i,i,1,i,i,i,i,8,i
CN(C)S(=O)(=O)c1cc(NC(=O)COC(=O)/C=C/c2ccco2)ccc1Cl,i,i,i,i,-3,i,i,i,i,4,i
CCc1nnc(NC(=O)c2ccc(Br)o2)s1,i,i,i,i,2,i,i,i,i,-6,i
O=C(Nc1ccc(N2CCN(C(=O)c3ccccc3)CC2)c(Cl)c1)c1cccnc1,i,i,i,i,?,i,i,i,i,6,i
CCOC(=O)COc1ccc(C(c2c(C)[nH][nH]c2=O)c2c(C)[nH][nH]c2=O)cc1,i,i,i,i,-2,i,i,i,i,-1,i
COc1ccc(S(=O)(=O)N(Cc2ccccc2)c2ccccc2C(=O)O)cc1,i,i,i,i,3,i,i,i,i,-1,i
COCCn1nnnc1SCC(=O)c1ccc(F)cc1,i,i,i,i,-2,i,i,i,i,6,i
CCCCc1ccc(NC(=O)Nc2cccnc2)cc1,i,i,i,i,-2,i,i,i,i,-2,i
CC(=O)c1ccc(NC(=O)/C(=C\c2cccs2)NC(=O)c2ccco2)cc1,i,i,i,i,-1,i,i,i,i,-1,i
O=c1oc2ccc(Br)cc2cc1-c1nc2ccccc2o1,i,i,i,i,-3,i,i,i,i,-2,i
CCC(C)Cn1c(C(C)O)nc2ccccc21 (stereo unspecified),i,i,i,i,-2,nt,i,i,i,0,i
COc1ccc(O[C@H]2C=C[C@@H](c3ccccc3)O[C@@H]2CO/N=C/C[C@@H]2C=C[C@H](OC(C)=O)[C@@H](COC(C)=O)O2)cc1,i,i,i,i,3,nt,i,i,i,8,i
CCOc1cc(C2Nc3ccccc3C(=O)N2c2ccccc2OC)ccc1O (stereo unspecified),i,i,i,i,9,i,i,i,i,-17,i
O=C(O)CC/C(=N/NC(=O)CNC(=O)Cc1ccccc1)c1ccccc1,i,i,i,i,-8,i,i,i,i,2,i
Cc1cccc(C)c1OCC(=O)NNC(=O)CCNC(=O)c1ccc(Br)cc1,i,i,i,i,-1,i,i,i,i,0,i
COc1ccccc1P(=O)(Cc1ccccc1)c1ccccc1 (stereo unspecified),i,i,i,i,2,i,i,i,i,2,i
Cc1nc(N2CCN(c3ccccc3O)CC2)c2c(-c3ccccc3)csc2n1,i,i,i,i,?,i,i,i,-11*,-5,i
Cc1ccc(N=C2CSC(=O)N2)cc1,i,i,i,i,0,i,i,i,i,4,i
CS(=O)(=O)Nc1cc2c3c(c1)CCC(=O)N3CCC2,i,i,i,i,-3,i,i,i,i,-1,i
Cc1cc(C)cc(NC(=O)c2cc(S(=O)(=O)N3CCCC3)cn2C)c1,i,i,i,-6.9*,-4,i,i,i,i,5,i
CCOc1ccc(NC(=O)c2cc3cc4ccc(OC)cc4nc3o2)cc1,i,i,i,i,1,i,i,i,i,-9,i
Cc1no[n+]([O-])c1COc1cccc(/C=C2\N=C(c3ccccc3)OC2=O)c1,i,i,i,i,2,i,i,i,i,-3,i
O=C(CSc1nnc(-c2ccc(F)cc2)o1)c1ccc2c(c1)OCCO2,i,i,i,i,1,i,i,i,i,7,i
O=C(NCCN1CCOCC1)c1ccc2c(c1)ncn2C1CCCC1,i,i,i,i,1,i,i,i,i,-6,i
CN1CCN(NC(=O)c2cc(S(=O)(=O)N3CCOCC3)c(Cl)cc2Cl)CC1,i,i,i,i,1,i,i,i,i,0,i

# Carrying on.
Structure,RGS4 inh,MrgX1 agonist,TRPC6 activator,MrgX1 antagonist,SKKanGAS inh,TMEM16A act,ANO1 block,TRPC6 inhibitor,RGS4 act,HDAC3 inh,MrgX1 PAM
CCOc1nnc(C)c2c(C)n(-c3cccc(OC)c3)nc12,i,i,i,i,1,i,i,i,i,1,i
COc1ccc(N(C(=O)c2ccncc2)S(=O)(=O)c2ccc(OC)c(OC)c2)cc1,i,i,i,i,1,i,i,i,i,-4,i
Cc1c(CN2CCN(C)C(CCO)C2)[nH]c2c(Cl)cccc12 (stereo unspecified),i,i,i,i,5,i,i,i,i,12,i
O=C(CCCN1C(=O)c2ccccc2C1=O)Nc1sc2c(c1C(=O)NCc1ccco1)CCC2,i,i,i,i,-6,i,i,i,i,3,i
Cc1ccc2nc(Cl)c(/C=N/NC(=O)[C@H]3C[C@@H]3c3ccccc3)cc2c1,i,i,i,i,18,i,i,i,i,-3,i
CCOC(=O)N1CCN(C(=O)CS(=O)(=O)c2cn(Cc3ccccc3Cl)c3ccccc23)CC1,i,i,i,i,-2,i,i,i,i,nt,i
O=C(CNS(=O)(=O)c1ccc2ccccc2c1)NCCc1ccccn1,i,i,i,i,-1,i,i,i,i,11,i
COc1ccc(N2C(=O)CC(N(CCc3ccc(OC)c(OC)c3)C(=S)Nc3ccccc3)C2=O)cc1 (stereo unspecified),i,i,i,i,2,i,i,i,i,4,i
O=C(CN(C(=O)CCC(=O)Nc1nccs1)c1ccc(F)c(Cl)c1)NCC1CCCO1 (stereo unspecified),i,i,i,i,1,i,i,i,i,-3,i
O=C(NCCN1CCOCC1)c1cccnc1SCc1ccccc1Cl,i,i,i,i,3,i,i,i,i,-5,i
CCCCCCCCC(=O)N1CCN(c2cc3c(cc2F)c(=O)c(C(=O)O)cn3CC)CC1,i,i,i,i,9,i,i,i,i,0,i
CCOc1ccccc1Oc1nc(-c2ccccc2O)nc2ccccc12,i,i,i,i,6,i,i,i,i,-13,i
Cc1ccc(C2Nc3ccccc3-c3nc4ccccc4n32)o1 (stereo unspecified),i,i,i,i,-10,i,i,i,i,-24,i
